Screens: PubChem, several laboratories
NALP1 yeast inh – NALP1 inhibition | AID 2071 | S. cerevisiae NALP1/ASC/caspase-1 growth, X-gal OD620, 72 h | inhibition, % at 10 µM | hit rate 0.61% among 280,000; in the data active = inhibition mostly above about 24%, no sharp cut-off; inactive = mostly below about 32%; note: some compounds called inactive have numbers as strong as hits
IDE act – activators of human insulin-degrading enzyme in cells | P14735 | HEK cells, FAbeta-B cleavage, fluorescence polarization; 0% vehicle, 100% cell-free pure enzyme wells | activation, % at 5.96 µM | hit rate 0.073% among 340,000;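 active = activation above the mean of all tested compounds plus 3 SD, set per screening campaign, cut at about 17% in these data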
PfM18AAP inh – blocks P. falciparum M18 aspartyl aminopeptidase. recombinant PfM18AAP, H-Glu-NHMec fluorogenic cleavage. inhibition, % at 7.35 µM. hit rate 1.2% among 290,000. AID 1822;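 active = inhibition above the campaign mean inhibition over all tested compounds plus 3 SD, cut at about 28% in these data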;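 note: 0% = plate median of test compound wells and 100% = 2 mM ZnCl2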
SUMO HTRF inh – blocks human SUMOylation mediated by UBC9; P63279; HTRF SUMOylation assay, SAE1/SAE2 + UBC9, in vitro; inhibition, % at 35 µM; hit rate 0.36% among 290,000; in the data active = inhibition above about 50%, passing the limit was not always enough; note: strong numbers were not always called active
p-CIP stab down – lowers stability of the mouse p/CIP coactivator protein. decrease of EGFP signal, % at 10 µM. F442A p/CIP-EGFP cells, EGFP fluorescence, 16 h. Q05BA5. hit rate 0.01% among 290,000;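 active = EGFP signal decrease of at least 30% at 10 µM or well 3 SD below plate mean, unless failing retest; inactive = the rest, including hits failing retest or dose response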; note: some compounds called inactive have numbers as strong as hits; many of its hits are not listed in these tables
MEKK3 PB1 HTS – MEKK3-MEK5 PB1 interaction, increase or decrease. Q99759. bead-based flow cytometry, Alexa488-MEK5 binding to MEKK3; actives lie on both sides; 0 = blocked by unlabeled MEK5, 100 = vehicle. binding response (% of control), % at 10 µM. hit rate 1.4% among 290,000. AID 1529;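 active = binding response more than 3 SD above or below the average of its plate-row segment, actives on both sides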;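 note: Alexa488 bead fluorescence after subtracting the streptavidin-only scavenger bead signal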
MEKK2 WT-MEK5 – raises or lowers MEK5 binding to wildtype human MEKK2 PB1 domain | binding response (% of control), % at 10 µM | Q9Y2U5 | hit rate 1.1% among 290,000 | bead flow cytometry, Alexa488-MEK5 binding to MEKK2 WT; actives lie on both sides; in the data active = binding response below about 67% or above about 130%
IDE cell inh – inhibitors of human insulin-degrading enzyme in cells. P14735. HEK cells, FAbetaB cleavage, fluorescence polarization. inhibition, % at 5.59 µM. hit rate 0.41% among 320,000;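 active = percent inhibition above the average of all tested compounds plus 3 SD, set per screening campaign, cut at about 16% in these data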;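 note: IDE supplied by intact live HEK cells; FP after avidin binding of uncleaved biotin substrate so inhibition keeps polarization high; 0% = DMSO wells and 100% = 60 µM reference IDE inhibitor Ii1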
MEKK2mut PB1 HTS – signal of MEK5 binding to mutant human MEKK2 PB1 domain. hit rate 0.35% among 290,000. percent response, % at 10 µM. bead flow cytometry, Alexa488-MEK5 binding to MEKK2 mutant. AID 1530; in the data active = percent response above about 24%, passing the limit was not always enough; note: inactives centre near 1; some results filed as inactive read as strong as hits; reference of the scale not given here
Starred values were filed as active, the others as inactive; . = not tested or not shown. Not all compounds are listed; count on the stated rates, not on these rows.

SMILES	NALP1 yeast inh	IDE act	PfM18AAP inh	SUMO HTRF inh	p-CIP stab down	MEKK3 PB1 HTS	MEKK2 WT-MEK5	IDE cell inh	MEKK2mut PB1 HTS
O=C(O)C1CC(=O)N(Cc2ccc3c(c2)OCO3)C1 (stereo not given)	6	5	8	14	4	85	91	2	-6
Cc1cc(C)nc(Nc2ccc(O)cc2)n1	13	5	-6	1	-1	101	101	5	2
CC1(C)N=C(N)N=C(N)N1c1ccc(F)cc1F	3	0	-3	-4	1	111	110	9	9
Cc1sc2nc(SCC(=O)N3CCOCC3)[nH]c(=O)c2c1C	.	3	4	13	-14	102	105	-1	-1
CC1CN(CC(=O)NCc2ccc(Cl)cc2)CC(C)O1 (stereo not given)	7	2	1	4	-3	101	103	0	3
COc1cc(CN2CCc3ccccc3C2)ccc1O	12	3	-7	9	-22	98	98	3	0
COC(=O)CN(c1cccc(OC)c1)S(C)(=O)=O	10	7	-7	18	-13	99	100	1	-1
CNC(=S)N(CCc1c(C)[nH]c2ccc(OC)cc12)Cc1cccnc1	16	3	3	-13	-13	57	71	-5	-12
O=C(C(=C1NCCN1)n1cncn1)c1ccccc1	25	0	8	12	2	93	96	-5	-2
Cc1nc(N2CCN(c3ccccc3)CC2)[nH]c(=O)c1Cc1ccccc1	-5	7	-7	17	-3	100	100	0	0
O=C(NCCc1ccccc1)c1ccccc1[N+](=O)[O-]	-16	1	-1	3	-2	104	107	1	6
CC1=C(C)[N+](=O)C2CCCCC2N1[O-] (stereo not given)	23	6	0	-3	-6	96	96	0	5
Clc1ccc(-n2nnnc2CN2CCOCC2)cc1Cl	-6	1	-3	-19	9	103	95	4	3
CCCCCC(=O)NCc1c(C(F)(F)F)nn(C)c1N1CCOCC1	9	0	-9	18	-11	99	98	1	-2
CC1=CC(C)(C)N2C(=O)C3(C(C#N)=C(N)Oc4cc(C)oc(=O)c43)c3cccc1c32 (stereo not given)	22	3	1	-1	4	103	105	9	2
CCn1c(CNC(=O)c2ccccc2F)cc2ccccc21	-4	0	-6	-6	-9	96	101	6	9
Cc1nc2cc(S(=O)(=O)N3CCC(C(=O)O)CC3)ccc2n1C1CCCC1	4	4	2	3	-8	103	99	2	6
COc1ccc(S(=O)(=O)N2CC(C(=O)O)Oc3ccc(CC(=O)O)cc32)cc1 (stereo not given)	-4	5	1	15	-6	102	101	-1	1
CCOC(=O)c1c(-c2cccc([N+](=O)[O-])c2)csc1NC(=O)CCCOc1ccccc1OC	13	4	5	-23	-1	110	101	.	-3
CCN(CC)c1ccc(Nc2nc(-c3cccnc3)cs2)cc1	26	2	1	6	-17	107	103	-1	7
CCC(Sc1nnc2c3ccccc3n(CC)c2n1)C(=O)Nc1sc2c(c1C#N)CCCC2 (stereo not given)	17	5	25	-15	-8	101	98	1	-1
N#Cc1c(N2CCN(C(=O)c3ccco3)CC2)nc(-c2ccccc2)c2c1CCCC2	-4	-6	8	-17	9	106	94	8	0
CCCCNC(=O)c1onc(CSc2ccccn2)c1C(=O)NCCCC	.	-7	.	.	.	104	104	1	6
CC1CN(C)CCC1OC(=O)c1ccccc1 (stereo not given)	12	5	-10	11	-17	105	108	.	6
O=C(c1ccccc1)N(Cc1ccccc1)c1ccccn1	10	-3	8	12	-3	105	106	1	5
Following part
SMILES	NALP1 yeast inh	IDE act	PfM18AAP inh	SUMO HTRF inh	p-CIP stab down	MEKK3 PB1 HTS	MEKK2 WT-MEK5	IDE cell inh	MEKK2mut PB1 HTS
O=C(O)Cn1nnnc1-c1ccc(F)cc1	13	6	-1	10	-14	94	93	-3	0
Cc1cc(C(=O)CN2C(=O)c3ccccc3S2(=O)=O)c(C)n1-c1ccccc1	0	3	6	6	-3	89	94	4	-6
CN1C(=O)c2cccc(NC(=O)C3CCCCC3)c2C1=O	-8	2	-15	0	4	101	109	1	-2
c1ccc(OCCOc2cccc3cccnc23)cc1	26	3	-10	-2	8	152*	109	-8	1
Cc1ccc(C(=O)NCCc2nnc3c(C(F)(F)F)cc(Cl)cn23)o1	1	4	-3	5	7	97	98	-1	-2
Cn1c(SCC(N)=O)nnc1-c1ccccc1	16	-2	-5	0	1	102	102	-4	1
O=C(N/N=C/c1cccnc1)c1ccc(NC(=O)C(c2ccccc2)c2ccccc2)cc1	25	0	5	0	0	114	97	4	-1
CC1(C)S[C@@H]2[C@H](NC(=O)[C@H](C(=O)O)c3ccsc3)C(=O)N2[C@H]1C(=O)O	7	.	-3	-21	-7	89	95	.	-4
O=C(COc1ccc(F)cc1)Nc1nnc(-c2ccncc2)s1	9	5	7	47	-10	103	102	-1	0
COc1ccc(-n2c(Cc3cccn3C)nnc2SCC(=O)Nc2cccc(OC)c2)cc1	17	4	2	16	-5	104	97	-2	1
C=CCNc1nc(NCc2ccco2)nc(OCC)n1	13	0	5	5	-2	99	98	-2	3
CNC(=S)Nc1ccccc1-c1ccccc1	11	4	-5	5	-3	86	91	2	-6
O=C(CN1CCN(c2ccccc2F)CC1)N1N=CCC1c1ccccc1 (stereo not given)	22	0	-2	6	3	127	109	1	1
Fc1ccc(N2CCN(C(c3cccs3)c3nnnn3C3CCCC3)CC2)cc1 (stereo not given)	-6	2	3	6	-14	94	92	2	0
O=C(c1cccc(S(=O)(=O)Nc2cccc(C(F)(F)F)c2)c1)N1CCCCC1	18	1	4	0	-12	93	100	-1	0
COc1ccccc1-n1c(SCC(=O)Nc2ccccc2C)nc(O)cc1=O	-4	3	6	8	-10	103	104	7	1
CCOc1cc(C2/C(=C(/O)c3ccc(S(=O)(=O)N4CCCCC4)cc3)C(=O)C(=O)N2CCOC)ccc1O (stereo not given)	10	8	4	13	2	101	103	3	0
COc1ccc(-c2nnnn2-c2ccc(F)cc2F)cc1	-6	9	-2	19	-15	102	102	1	-3
Cc1ccsc1/C=N/n1c(C2CCCCC2)n[nH]c1=S	12	-8	12	-6	-4	101	100	6	-1
COc1cc(C(C(=O)NC2CCCC2)N(C(=O)c2ccco2)c2ccccc2C(C)=O)cc(OC)c1OC (stereo not given)	13	3	14	12	0	102	102	3	6
O=C(Nc1ccc(Cl)c(Cl)c1)N(CCCN1CCOCC1)Cc1cccs1	-2	-2	-9	0	1	105	115	1	12
Cc1csc(SCC(=O)N2CCN(S(=O)(=O)c3ccc(Cl)cc3)CC2)n1	-3	3	-3	10	2	.	.	-3	.
C=CCC1(CC=C)CCCN1C(=O)CC1C(=O)NCCN1Cc1cccc(OC)c1 (stereo not given)	10	8	4	7	-5	98	89	-8	-10
CCN(C(=O)COC(=O)CNS(=O)(=O)c1ccccc1)c1ccccc1	0	2	3	-2	0	107	99	8	0
CC1CCCC(C)N1C(=O)CN1C(=O)C(C)(C)Oc2ccc(C(=O)NC3CCCC3)cc21 (stereo not given)	8	-4	-1	3	6	100	103	-6	1

Another view of 4 compounds above:
Value order – NALP1 yeast inh | IDE act | PfM18AAP inh | SUMO HTRF inh | p-CIP stab down | MEKK3 PB1 HTS | MEKK2 WT-MEK5 | IDE cell inh | MEKK2mut PB1 HTS
Cn1c(SCC(N)=O)nnc1-c1ccccc1
    16 | -2 | -5 | 0 | 1 | 102 | 102 | -4 | 1
C=CCC1(CC=C)CCCN1C(=O)CC1C(=O)NCCN1Cc1cccc(OC)c1 (stereo not given)
    10 | 8 | 4 | 7 | -5 | 98 | 89 | -8 | -10
O=C(COc1ccc(F)cc1)Nc1nnc(-c2ccncc2)s1
    9 | 5 | 7 | 47 | -10 | 103 | 102 | -1 | 0
CC1(C)S[C@@H]2[C@H](NC(=O)[C@H](C(=O)O)c3ccsc3)C(=O)N2[C@H]1C(=O)O
    7 | . | -3 | -21 | -7 | 89 | 95 | . | -4

More results.
SMILES	NALP1 yeast inh	IDE act	PfM18AAP inh	SUMO HTRF inh	p-CIP stab down	MEKK3 PB1 HTS	MEKK2 WT-MEK5	IDE cell inh	MEKK2mut PB1 HTS
Cc1ccc2[nH]c(=O)c(CNC(C)(C)C)cc2c1	1	-1	13	10	-8	100	101	-3	5
O=C(CSc1nc2ccccc2n1CC(=O)N1CCCC1)Nc1nccs1	10	3	-8	15	-1	101	104	3	4
O=C(C1=C(O)C(=O)N(CCOCCO)C1c1cccs1)c1cccs1 (stereo not given)	9	3	2	23	-22	107	108	1	2
CCc1c(C)c2nncn2[nH]c1=O	3	4	14	-10	4	.	.	3	.
O=C1/C(=C/c2cccc3ccccc23)CCCc2ccccc21	10	0	-9	-10	10	100	93	-2	0
Cc1ccc(-n2nc3c(c2NC(=O)C2CCCC2)CS(=O)(=O)C3)cc1	10	-4	-3	14	-22	101	99	-3	0
O=C(NCCN1CCOCC1)C(=O)NCc1ccco1	2	2	-6	3	4	97	96	3	-5
CCCCNC(C(=O)Nc1cccc(S(=O)(=O)N2CCOCC2)c1)c1ccccc1 (stereo not given)	-11	7	-12	-4	-4	102	101	3	-5
Cc1cccc(C)c1OCCn1nc(C(=O)O)c2ccccc2c1=O	22	2	-2	5	2	97	98	-4	-2
Cn1ncc(Br)c1NC(=O)c1cc(Cl)cc(Cl)c1	4	-1	-2	-20	4	97	100	7	3
CCn1c(SCC(=O)Nc2nncs2)nnc1-c1ccco1	-7	0	21	5	-24	101	99	5	0
N#C/C(N)=C(/C#N)N=Cc1cccc(Cl)c1	.	7	-8	24	-6	89	91	-2	-7
CCN(CC)C(=O)Cn1cc(S(=O)(=O)CC(=O)N2CCCCCC2)c2ccccc21	-12	6	9	10	-1	109	106	7	6
Cc1ccc(C(=O)Nc2ccccc2C(=O)N2CCCC(C)C2)cc1 (stereo not given)	4	5	-3	1	-1	101	103	2	-3
Cc1ccc(/C=C2\CCn3c2nc2cc(C(=O)O)ccc2c3=O)c(C)c1	-26	6	-6	20	-3	98	100	-7	-3

A different layout for seven compounds above.
structure | NALP1 yeast inh | IDE act | PfM18AAP inh | SUMO HTRF inh | p-CIP stab down | MEKK3 PB1 HTS | MEKK2 WT-MEK5 | IDE cell inh | MEKK2mut PB1 HTS
O=C(Nc1ccc(Cl)c(Cl)c1)N(CCCN1CCOCC1)Cc1cccs1 | -2 | -2 | -9 | 0 | 1 | 105 | 115 | 1 | 12
Cc1csc(SCC(=O)N2CCN(S(=O)(=O)c3ccc(Cl)cc3)CC2)n1 | -3 | 3 | -3 | 10 | 2 | . | . | -3 | .
C=CCC1(CC=C)CCCN1C(=O)CC1C(=O)NCCN1Cc1cccc(OC)c1 (stereo not given) | 10 | 8 | 4 | 7 | -5 | 98 | 89 | -8 | -10
CCN(C(=O)COC(=O)CNS(=O)(=O)c1ccccc1)c1ccccc1 | 0 | 2 | 3 | -2 | 0 | 107 | 99 | 8 | 0
CC1CCCC(C)N1C(=O)CN1C(=O)C(C)(C)Oc2ccc(C(=O)NC3CCCC3)cc21 (stereo not given) | 8 | -4 | -1 | 3 | 6 | 100 | 103 | -6 | 1
Cc1ccc2[nH]c(=O)c(CNC(C)(C)C)cc2c1 | 1 | -1 | 13 | 10 | -8 | 100 | 101 | -3 | 5
O=C(CSc1nc2ccccc2n1CC(=O)N1CCCC1)Nc1nccs1 | 10 | 3 | -8 | 15 | -1 | 101 | 104 | 3 | 4
